OXTR agonist = agonists of human oxytocin receptor | CHO-OTR cells, Fluo-8 calcium fluorescence; normalized: DMSO 0%, oxytocin 100% | activation, % at 3 µM | 320,000 compounds, 0.32% hits;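 active means activation above the mean of all tested compounds plus 3 SD, cutoff set per screening run, cut at about 20% in these data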;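 further: peak over basal fluorescence ratio from a 100 s FLIPR kinetic read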
Target sequence (P30559 whole entry, looked up): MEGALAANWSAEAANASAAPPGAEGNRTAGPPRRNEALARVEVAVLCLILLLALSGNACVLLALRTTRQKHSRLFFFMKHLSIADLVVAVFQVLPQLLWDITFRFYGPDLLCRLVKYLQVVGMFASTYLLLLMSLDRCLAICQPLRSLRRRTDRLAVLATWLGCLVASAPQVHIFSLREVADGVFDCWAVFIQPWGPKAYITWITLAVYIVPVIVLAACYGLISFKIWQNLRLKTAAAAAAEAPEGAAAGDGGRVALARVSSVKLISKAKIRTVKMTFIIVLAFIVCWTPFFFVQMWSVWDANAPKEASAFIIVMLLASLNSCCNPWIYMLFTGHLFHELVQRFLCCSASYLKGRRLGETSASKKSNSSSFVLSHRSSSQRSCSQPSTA
M1 ag parental = nonselective activator or artifact in parental CHO-K1 cells | Fluo-8 calcium fluorescence; scaled to maximal ATP response, vehicle zero | activation, % at 3 µM | 360,000 compounds, 0.48% hits | AID 602248; in the data active means activation above about 15%;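 further: untransfected CHO-K1 host cells lacking M1 receptor as counterscreen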
M1 PAM parental = nonselective activator or artifact in parental CHO-K1 calcium assay. AID 602247. ATP EC20, Fluo-8 calcium fluorescence; 0% at ATP EC20, 100% at ATP max. 360,000 compounds, 0.02% hits. activation, % at 3 µM;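 active means activation above the run cutoff, the mean activation of all test compounds plus 3 SD, cut at about 40% in these data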;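 further: peak over basal fluorescence ratio in a 140 s read after ATP addition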
OXTR potentiate = human OXTR potentiation; 320,000 compounds, 0.061% hits; P30559; CHO-OTR cells, Fluo-8 calcium fluorescence, potentiator mode; 0% = oxytocin EC15, 100% = EC100; activation, % at 3 µM; AID 2445;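 active means activation above that plate's cutoff, the mean activation of tested compounds plus 3 SD, cut at about 6.6% in these data, passing the limit was not always enough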;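 further: 100% uses oxytocin at 75 nM as the full agonist control; some results filed as inactive read as strong as hits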
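Measured by – Fluo-8 calcium dye fluorescence · Test system – human OTR in CHO cells · Dosing – one concentration, 3.0 µM compound · Controls – EC15 oxytocin alone as 0%, 75 nM oxytocin as 100% · Evaluation – normalized max/min fluorescence ratio, % activation · Timing – 6 min pre-incubation, 100 s read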
V1R ag counter = activates human V1a receptor in oxytocin agonist counter-screen; P37288; CHO-V1R cells, Fluo-8 calcium fluorescence, agonist mode; 0% DMSO, 100% 3 nM vasopressin; activation, % at 3 µM; 320,000 compounds, 0.25% hits; AID 2797;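 active means activation above the mean activation of all tested compounds plus 3 SD, per screening run, cut at about 20% in these data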;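 further: signal is peak over basal fluorescence ratio across a 100 second FLIPR read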
CHO-K1 Ca antag = counter-screen for M1 antagonists: effect in parental CHO-K1 cells; ATP-induced calcium, Fluo-8 fluorescence; 360,000 compounds, 0.6% hits; inhibition, % at 3 µM; AID 602250;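 active means inhibition above a per-plate cutoff, the plate's mean sample inhibition plus 3 SD, cut at about 24% in these data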;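 further: 0% = DMSO plus EC80 ATP and 100% = DMSO alone without ATP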
GPR7 antagonist = antagonists of human GPR7 (neuropeptides B/W receptor 1) | 290,000 compounds, 1.1% hits | GPR7-expressing cells, fluorescence antagonist assay | AID 1861 | inhibition, % at 4.4 µM; in the data active means inhibition above about 16%, passing the limit was not always enough;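 further: cells stimulated with the agonist NPW; 0% = agonist with vehicle and 100% = vehicle without agonist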
Target sequence (P48145 whole entry, looked up): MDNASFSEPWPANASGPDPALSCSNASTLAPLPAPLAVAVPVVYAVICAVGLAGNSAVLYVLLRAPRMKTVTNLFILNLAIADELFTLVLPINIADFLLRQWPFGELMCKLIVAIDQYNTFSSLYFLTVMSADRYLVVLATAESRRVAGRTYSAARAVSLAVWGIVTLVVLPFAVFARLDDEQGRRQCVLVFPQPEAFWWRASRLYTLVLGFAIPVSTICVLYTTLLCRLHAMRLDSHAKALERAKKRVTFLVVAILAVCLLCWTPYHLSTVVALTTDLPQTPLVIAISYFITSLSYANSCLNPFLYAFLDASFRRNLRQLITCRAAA
TAAR1 antagonist = human TAAR1 antagonism; CHO RD-HGA16 TAAR1, Fluo-8 calcium fluorescence, antagonist; inhibition, % at 3 µM; 360,000 compounds, 1.5% hits; AID 624466;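 active means inhibition above a per-plate cutoff, the mean inhibition of test compounds on that plate plus 3 SD, cut at about 49% in these data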;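 further: 0% = DMSO plus EC80 beta-PEA response and 100% = DMSO alone without agonist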
Target sequence (Q96RJ0 whole entry, looked up): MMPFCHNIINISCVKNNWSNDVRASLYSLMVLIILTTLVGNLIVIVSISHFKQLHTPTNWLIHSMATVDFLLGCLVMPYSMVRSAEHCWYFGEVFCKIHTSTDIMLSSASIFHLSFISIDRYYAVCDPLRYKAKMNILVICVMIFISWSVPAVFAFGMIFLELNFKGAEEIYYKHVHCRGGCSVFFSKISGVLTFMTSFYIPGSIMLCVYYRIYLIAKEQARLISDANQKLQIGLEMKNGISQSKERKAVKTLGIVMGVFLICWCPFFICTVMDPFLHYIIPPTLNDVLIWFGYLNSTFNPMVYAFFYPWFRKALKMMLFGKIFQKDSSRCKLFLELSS
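Test system: RD-HGA16 CHO cells with stable hTAAR1 and Gα16 / Probe or stimulus: EC80 β-phenethylamine stimulus / Times: seeding 17-24 h prior, 75-min 37 °C, 30-min RT dye loading / Detection: Fluo-8 calcium-sensitive fluorescence / Read-out basis: % inhibition scaled between DMSO and EC80 PEA controls / Repeats: singlicate, one well per test compound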
CHO parental Ca = counter-screen for OX1R antagonists: effect in parental CHO cells; parental CHO-K1, ATP-induced calcium, Fluo-8 fluorescence; inhibition, % at 5.6 µM; 330,000 compounds, 0.63% hits; AID 463079;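 active means inhibition above that plate's mean sample inhibition plus 3 SD, cut at about 26% in these data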;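 further: 0% = ATP-challenged DMSO wells and 100% = DMSO wells without ATP; some compounds past the cut are filed as inactive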
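Test system: untransfected parental CHO cell line; also added: ATP stimulus; dosing: 5.6 µM, single dose; signal: calcium-sensitive Fluo-8 fluorescence; measure: percent inhibition of ATP-evoked calcium rise, normalized to controls; benchmarks: low control ATP plus DMSO, high control DMSO only; replication: one well per compound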
Starred values were filed as active, the others as inactive; nt = no result given.

| molecule | OXTR potentiate | GPR7 antagonist | V1R ag counter | M1 ag parental | M1 PAM parental | CHO parental Ca | OXTR agonist | TAAR1 antagonist | CHO-K1 Ca antag |
| --- | --- | --- | --- | --- | --- | --- | --- | --- | --- |
| CCOC(=O)c1c(NC(=S)NC)sc2c1CCCC2 | -4 | -8 | -1.6 | -0.5 | 8 | -11 | -2.0 | -32 | -17 |
| Cc1[nH]c2ccccc2c1C(C[N+](=O)[O-])c1ccco1 (stereo unspecified) | -8 | -16 | -0.9 | 1.4 | -5 | -9 | -0.8 | -4 | -15 |
| Cc1cccc(C(=O)NCc2nnc(SCC(=O)Nc3nnc(C)s3)n2C)c1 | -1 | -10 | 1.1 | 0.3 | 4 | -2 | 0.5 | -20 | -14 |
| CCC(C)N(C(=O)COC(=O)CNC(=O)c1sc2ccccc2c1Cl)C1CCS(=O)(=O)C1 (stereo unspecified) | 3 | 1 | 0.5 | -0.1 | 11 | -19 | -0.7 | -13 | 0 |
| CC(=O)Nc1nonc1-c1nc2ccccc2n1CC1CC1 | -14 | -18 | 0.4 | 0.0 | 3 | -27 | -0.5 | 11 | -5 |
| O=C(NC1CC1)c1cccc(NC(=O)C2CC2)c1 | nt | nt | nt | 0.6 | 19 | nt | nt | 3 | -10 |
| COc1cccc(NC(=O)CCC2CCN(C(=O)c3cccc(NC(C)=O)c3)CC2)c1 | -6 | 1 | -0.4 | 1.6 | 5 | 3 | -0.9 | -9 | -8 |
| CCC1(c2ccc(F)cc2)NC(=O)N(CC(=O)Nc2ccccc2C)C1=O (stereo unspecified) | -10 | 8 | 9.4 | 16* | 26 | -16 | 18 | 13 | -12 |
| CCOc1ccccc1NC(=O)CCCn1cc([N+](=O)[O-])cn1 | -3 | -6 | 0.1 | 0.1 | 10 | -4 | -0.9 | -13 | -8 |
| COc1ccc(S(=O)(=O)N2CCC(C(=O)Oc3c(OC)cccc3OC)CC2)cc1OC | -8 | -5 | 0.8 | 2.3 | -12 | -17 | -0.9 | 8 | 0 |
| Cc1[nH]n(C(N)=S)c(=O)c1N=Nc1ccc(Br)cc1 | -17 | -9 | 6.9 | 1.0 | 2 | 5 | 0.3 | 12 | -11 |
| COc1ccc(/C=C2/C(=O)C(C)(C(C)C)CCC2C)cc1 (stereo unspecified) | -15 | -10 | 20* | 1.7 | 21 | 5 | -1.4 | -6 | -17 |
| Cc1nc2sc(C(c3ccc(Cl)cc3)N3CCOCC3)c(O)n2n1 (stereo unspecified) | -6 | -9 | -0.7 | 1.1 | -1 | -4 | -0.2 | -19 | 10 |
| CCOc1ccc(Nc2nc(Cc3nnc(SCC(=O)c4ccc(C)cc4)o3)cs2)cc1 | -6 | -5 | 3.5 | 7.8 | 11 | -8 | 1.9 | 13 | -8 |
| CCc1nnc(NC(=O)c2ccc(Br)c(S(=O)(=O)N3CCOCC3)c2)s1 | -17 | 0 | 0.4 | 1.4 | 1 | -1 | 0.9 | -4 | -15 |
| Cc1ccc(Cn2nnc3c(=O)[nH]c(C4CCN(S(=O)(=O)c5ccc(C)cc5)CC4)nc32)cc1 | 1 | -17 | -0.1 | 1.0 | 11 | -28 | -0.3 | 22 | -15 |
| CCOc1ccc(N=Cc2ccc3ccccc3c2)cc1 | 3 | -8 | 0.6 | -0.1 | -9 | -4 | -0.1 | 1 | 4 |
| CC1C2CC(C(S(=O)(=O)N3CCOCC3)C2=O)C1(C)C (stereo unspecified) | -5 | 2 | 1.1 | 0.3 | 12 | -10 | 0.3 | -3 | -9 |
| CCS(=O)(=O)N1CCC(C(=O)NCc2ccc3c(c2)OCO3)CC1 | -2 | -5 | 0.3 | 0.5 | 2 | -3 | 0.2 | -17 | -8 |
| OC1=C(O)c2nc3cc(C(F)(F)F)ccc3nc21 | -7 | 4 | -0.7 | 4.5 | 16 | -5 | -0.4 | -37 | 7 |
| CCOC(=O)C1=C(C)Nc2ccccc2N=C1NC(=O)c1oc2ccccc2c1COC | -5 | nt | 0.3 | 5.5 | 1 | -6 | -1.8 | 70* | -1 |
| O=S(=O)(Cc1ccc(Cl)cc1)Oc1ccc(Cl)cc1 | nt | nt | nt | -0.2 | 5 | nt | nt | 55* | -14 |
| COc1ccc(NC(=O)C2CC(=O)N(c3ccccc3F)C2)cc1S(=O)(=O)N1CCCCC1 (stereo unspecified) | nt | nt | nt | 0.2 | 14 | nt | nt | -5 | -9 |
| Cc1ccc(-n2c(C)nn(CCOc3ccccc3)c2=O)cc1 | -8 | 3 | -0.8 | 0.9 | 13 | -10 | -0.9 | -31 | -5 |
| O=C(Nc1cccnc1Cl)c1cc(-c2cccc(Cl)c2)on1 | 5 | -7 | -0.7 | 0.3 | 15 | -2 | 0.6 | -2 | -11 |
| CC(SC(=S)N(C)Cc1cccs1)C(=O)O (stereo unspecified) | -5 | -4 | 0.7 | -0.5 | -8 | -4 | 0.1 | 9 | 7 |
| COCCn1c(=NC(=O)c2ccc(S(=O)(=O)N3CCCc4ccccc43)cc2)sc2cc(S(C)(=O)=O)ccc21 | -2 | -5 | 0.6 | 0.7 | 9 | -13 | 1.1 | 7 | 4 |
| c1cncc(CSc2ccc(-c3cccs3)nn2)c1 | -6 | 7 | 0.7 | 0.6 | -25 | -14 | 2.3 | 1 | 10 |
| O=C(O)Cc1ccc(C(=O)c2ccccc2F)s1 | -1 | 8 | 1.3 | 0.3 | 1 | -10 | 3.8 | 0 | -4 |
| COc1cc(-c2cnc3c(NC=O)cc(-c4ccc(C)cc4)cn23)cc(OC)c1OC | nt | nt | nt | 1.2 | -1 | nt | nt | 1 | 11 |
| CCN(CC(=O)Nc1ccc(S(=O)(=O)N2CCOCC2)cc1)Cc1ccccc1 | -17 | nt | -0.3 | 0.2 | -3 | -3 | 1.1 | -4 | 7 |
| COc1ccccc1C(=O)Nc1ccc(OCC(=O)N2CC(C)CC(C)C2)cc1 (stereo unspecified) | -8 | nt | 0.1 | 0.3 | 0 | -22 | -0.6 | 4 | 17 |
| CCOc1ccc(CNC(=S)N/N=C/c2ccc(OC)c(OC)c2)cc1 | 0 | -7 | -0.6 | -0.7 | 3 | -21 | -2.3 | 2 | -11 |
| COc1cc(C(=O)OCC(=O)N2CCCC2=O)cc(OC)c1C | 9 | nt | 0.1 | 0.0 | -14 | -6 | 0.1 | -10 | 16 |
| C[C@H]1CN([C@@H](C)CO)C(=O)CCCn2nncc2CO[C@H]1CN(C)C(=O)Nc1ccc2c(c1)OCO2 | nt | nt | nt | -0.3 | -8 | nt | nt | -6 | 4 |
| CN(C)C=NC(=O)c1cc(C(=O)c2ccc(Cl)cc2Cl)c[nH]1 | -18 | -6 | 3.2 | 8.3 | 1 | 12 | 3.1 | 8 | 7 |
| Cc1ccc(C(=O)N2CCN(C(=O)CN3CCOCC3)C2)cc1 | -1 | 7 | 0.7 | 0.1 | 13 | 0 | 0.2 | -1 | -2 |
| CCOC(=O)N1CCN(CCC(=O)Nc2ccc(OC(F)(F)F)cc2)CC1 | -1 | 6 | 1.8 | 4.6 | 19 | -10 | 2.9 | -2 | 1 |
| CCOC(=O)Cn1c(=O)c2c(nc3n2CCS3)n(C)c1=O | 0 | 7 | 0.7 | 0.5 | 21 | 2 | 1.2 | -2 | -2 |
| O=S(=O)(NC(=NCc1ccccc1)c1ccc(F)cc1)c1ccc(Cl)cc1 | -9 | 5 | -0.1 | 1.9 | 20 | 5 | 1.0 | -20 | -10 |
| O=C(Nc1cccc(-c2nc3cccnc3s2)c1)C1c2ccccc2Oc2ccccc21 | nt | -4 | nt | 2.4 | 8 | nt | nt | -11 | 9 |
| COCCOC(=O)C1=C(C)N(c2ccccc2)C(=S)NC1c1ccccc1C(F)(F)F (stereo unspecified) | 4 | -5 | -1.2 | -0.5 | 27 | 3 | -2.7 | 10 | -12 |
| Cc1cc(C)c(NC(=O)COc2ccc(-n3cnnn3)cc2)c(C)c1 | -3 | -7 | 1.1 | 1.7 | 18 | -5 | 0.0 | -14 | -19 |
| CC(=O)Nc1ccc(S(=O)(=O)NNC(=O)COc2cccc(C)c2)cc1 | -14 | -8 | 0.5 | 0.2 | 7 | -8 | -0.8 | 7 | -2 |
| O=C(c1cc2c(ccc3ccccc32)o1)N1CCCCC1 | -12 | -4 | 5.6 | 4.3 | -2 | -7 | -0.9 | -5 | 1 |
| N#CCCN1CCN(CCC#N)CC1 | -6 | -8 | 0.0 | 0.0 | 8 | -2 | -0.7 | 8 | -5 |
| CCN(CC)c1nc(Nc2ccccc2)nc(Oc2ccc(=O)n(C)n2)n1 | -5 | 23* | -0.9 | 0.7 | -6 | -15 | -1.9 | 8 | 4 |
| CCOC(=O)c1c(NC(=O)CSc2nnc(C)c(=O)[nH]2)sc2c1CCCC2 | -12 | -10 | 0.1 | 0.1 | 9 | -33 | 0.1 | -28 | -10 |
| Cc1ccc(S(=O)(=O)N2CCN(S(=O)(=O)c3ccccc3Br)C2=O)cc1 | nt | nt | nt | 1.2 | 21 | -12 | nt | 9 | -13 |
| O=c1c2cc(NC(=S)N3CCCC3)ccc2nc2n1CCCCC2 | -4 | -2 | 1.4 | 5.1 | -3 | -3 | -0.4 | -1 | 1 |
| CCCCN(C=O)c1c(CC)nc2ccc(C(=O)NCc3cccs3)cn12 | nt | nt | nt | 0.8 | 20 | nt | nt | 12 | -15 |
| COc1ccccc1CN1CCN(C(CC(C)C)c2nnnn2Cc2cccs2)CC1 (stereo unspecified) | -11 | nt | -0.5 | 0.3 | 11 | -37 | -2.4 | 14 | 1 |
| CCOC(=O)c1c(C)n(C)c2ccc(O)c(CN(C)C)c12 | -5 | -7 | 0.1 | -0.4 | -5 | -20 | 0.2 | 8 | 16 |
| CC1CCCCC1NC(=O)c1ccc(-n2cncn2)cc1 (stereo unspecified) | -4 | nt | 2.1 | 0.1 | 8 | -10 | 0.7 | 93* | -6 |
| CC(OC(=O)c1ccccc1Br)C(=O)Nc1nc(-c2cccc([N+](=O)[O-])c2)cs1 (stereo unspecified) | 0 | -6 | 0.8 | 4.1 | 17 | -13 | -2.2 | 6 | -7 |
| CC(C)c1ccc2[nH]c(O)c(N=NC(=O)c3cccc(S(=O)(=O)N4CCCCC4)c3)c2c1 | -7 | -8 | -0.2 | 0.6 | 14 | -16 | -1.6 | 11 | -11 |
| COc1ccc(C(NC(=O)C2CCN(CCc3ccccc3)CC2)c2ccccn2)cc1 (stereo unspecified) | nt | nt | nt | -0.4 | 11 | nt | nt | -19 | -12 |
